Source: PubChem BioAssay (several laboratories)
Keap1-Nrf2 PPI: Keap1-Nrf2 protein-protein interaction inhibitors, primary screen, biochemical, fluorescence polarization, single point | Kelch-like ECH-associated protein 1 (Homo sapiens), Q14145 | Keap1 Kelch-Nrf2 peptide fluorescence polarization, 1536-well | inhibition, % at 9.4 µM | hit rate 0.15% among 340,000; in the data active = inhibition above about 12%;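 also: human Keap1 Kelch domain with fluorescein labeled Nrf2 9mer peptide probe; 0% = neutral control wells and 100% = peptide positive control; higher means more block of Keap1 binding to Nrf2 peptide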
Target sequence (Q14145 whole entry, looked up, the tested form may be a part): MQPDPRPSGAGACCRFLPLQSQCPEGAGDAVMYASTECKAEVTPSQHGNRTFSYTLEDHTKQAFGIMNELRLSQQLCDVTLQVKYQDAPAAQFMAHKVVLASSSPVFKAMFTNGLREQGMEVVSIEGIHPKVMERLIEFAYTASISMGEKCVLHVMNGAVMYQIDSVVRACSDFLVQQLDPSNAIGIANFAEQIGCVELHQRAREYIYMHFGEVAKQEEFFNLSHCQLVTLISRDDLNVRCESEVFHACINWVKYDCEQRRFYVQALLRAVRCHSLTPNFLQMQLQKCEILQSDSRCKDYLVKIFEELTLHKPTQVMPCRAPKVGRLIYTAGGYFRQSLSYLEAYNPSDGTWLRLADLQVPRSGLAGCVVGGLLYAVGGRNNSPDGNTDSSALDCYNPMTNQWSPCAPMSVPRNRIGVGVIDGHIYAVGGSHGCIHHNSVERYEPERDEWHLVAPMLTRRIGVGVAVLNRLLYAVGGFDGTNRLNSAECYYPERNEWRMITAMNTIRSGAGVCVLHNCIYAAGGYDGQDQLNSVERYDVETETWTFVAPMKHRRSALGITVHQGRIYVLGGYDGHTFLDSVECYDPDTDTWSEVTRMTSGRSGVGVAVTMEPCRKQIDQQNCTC
HTR5A inv ctr: HTR5A inverse agonists in luminescence cell assay, primary screen, counter-screen for OPRM1-OPRD1 heterodimer inverse agonist project, full-deck HTS | AID 504634, 2011 | 5-hydroxytryptamine receptor 5A (Homo sapiens), P47898 | HTR5A cell line, inverse agonism | hit rate 0.083% among 340,000 | inhibition, % at 9.3 µM; in the data active = inhibition mostly above about 23%, no sharp cut-off; inactive = mostly below about 18%;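 also: 0% = cells with DMSO and 100% = no-cell wells with DMSO; some compounds called inactive have numbers as strong as hits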
Target sequence (P47898 whole entry, looked up): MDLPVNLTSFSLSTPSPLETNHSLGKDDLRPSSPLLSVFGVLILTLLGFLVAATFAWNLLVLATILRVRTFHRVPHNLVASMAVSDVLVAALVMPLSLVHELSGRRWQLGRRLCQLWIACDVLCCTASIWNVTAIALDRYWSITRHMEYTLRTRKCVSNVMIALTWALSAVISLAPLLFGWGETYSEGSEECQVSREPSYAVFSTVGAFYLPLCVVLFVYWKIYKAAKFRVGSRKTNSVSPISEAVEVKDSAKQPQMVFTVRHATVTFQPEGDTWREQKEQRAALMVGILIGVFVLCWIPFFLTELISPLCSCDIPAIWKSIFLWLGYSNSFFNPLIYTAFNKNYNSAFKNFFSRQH
cardiac RTF act: cardiac RTF calcium sensitivity activators, primary screen, biochemical, IANBD-TnC fluorescence, EC20 calcium. Troponin I, cardiac muscle (Homo sapiens) + Troponin T, cardiac muscle (Homo sapiens) + …. IANBD-labeled TnC RTF fluorescence at EC20 calcium; 0% EC20 calcium, 100% full calcium. activation, % at 7.2 µM. hit rate 0.24% among 340,000;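 active = activation above the mean over all tested compounds plus 3 SD, cut at about 30% in these data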;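 also: rise in fluorescence read as greater calcium sensitivity of cardiac thin filaments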
CAL PDZ FP: untagged CAL PDZ binding inhibitors, primary screen, biochemical, fluorescence polarization, HTS; hit rate 0.92% among 300,000; purified CAL PDZ, TMR-peptide fluorescence polarization, 1 h; inhibition, % at 24.9 µM; AID 602252, 2012;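 active = mean inhibition of at least 30% with at least half of replicates also reaching 30%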;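 also: 0% = DMSO neutral control and 100% = excess unlabeled competitor peptide PRC23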
V-ATPase pHluor: regulators of yeast V-ATPase proton pumping, primary screen, pHLuorin cytosolic pH fluorescence; S. cerevisiae; hit rate 0.37% among 350,000; response, % at 10 µM; in the data active = response mostly above about 7.3%, no sharp cut-off; inactive = mostly below about 5.4%; also: actives read high; inactives centre near 0; some compounds called inactive have numbers as strong as hits; reference of the scale not given here
OPRM1-OPRD1 ag: agonists of OPRM1-OPRD1 heterodimerization, primary screen, cell-based, luminescence; AID 504326, 2011; Mu-type opioid receptor (Homo sapiens) + Delta-type opioid receptor (Homo sapiens), …; hit rate 0.3% among 340,000; cells; activation, % at 9.3 µM; in the data active = activation above about 18%;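 also: 0% = vehicle-treated cells and 100% = reference agonist; values of inactives mirror those of a sister screen read the other way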
RTF Ca sens inh: cardiac RTF calcium sensitivity inhibitors, primary screen, biochemical, IANBD-TnC fluorescence, EC70 calcium; Troponin I, cardiac muscle (Homo sapiens) + Troponin T, cardiac muscle (Homo sapiens) + …; hit rate 0.12% among 340,000; inhibition, % at 7.15 µM; IANBD-labeled cardiac RTF, Ca2+ fluorescence;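 active = inhibition above the mean inhibition of all tested compounds plus 3 SD, cut at about 17% in these data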;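 also: assay run at fixed EC70 calcium of 1.6 mM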
OPRM1-OPRD1 inv: inverse agonists of MOR-DOR heterodimerization, primary screen, cell-based, luminescence | Mu-type opioid receptor (Homo sapiens) + Delta-type opioid receptor (Homo sapiens), … | cell-based MOR-DOR heterodimer luminescence, inverse agonism | inhibition, % at 9.3 µM | hit rate 0.21% among 340,000; in the data active = inhibition above about 22%, passing the limit was not always enough;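 also: 0% = cells with DMSO and 100% = wells without cells with DMSO; values of inactives mirror those of a sister screen read the other way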
HTR5A ag: HTR5A agonists in luminescence cell assay, primary screen, counter-screen for OPRM1-OPRD1 heterodimer agonist project, full-deck HTS; AID 504692, 2011; activation, % at 9.3 µM; hit rate 0.61% among 340,000; cell-based; in the data active = activation mostly above about 9.5%, no sharp cut-off; inactive = mostly below about 7.6%;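 also: 0% = cells with vehicle only and 100% = reference agonist; strong numbers were not always called active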
LANA DNA inh: inhibitors of KSHV C-LANA binding to DNA, primary screen, biochemical, fluorescence polarization, FAM-LBS DNA, MBP-C-LANA, single point. inhibition, % at 9 µM. hit rate 0.078% among 340,000. AID 504423, 2011;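 active = highest replicate inhibition at or above 60% at 9 µM, even if other replicates fall short; inactive = all replicates below 60% inhibition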;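 also: 0% = neutral control wells and 100% = 4 µM acridine orange control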
Active calls of the source: *; nt = not tested or not shown. No enrichment for hits. Share with any hit: about 2.8%.

SMILES	Keap1-Nrf2 PPI	HTR5A inv ctr	cardiac RTF act	CAL PDZ FP	V-ATPase pHluor	OPRM1-OPRD1 ag	RTF Ca sens inh	OPRM1-OPRD1 inv	HTR5A ag	LANA DNA inh
Cc1cc(C)nc(Sc2ncnc3sc4c(c23)CCC4)n1	-5	-1	-1	-3	-3	-1.2	-3	6	0	0.3
NC(=O)C1CCCN(Cc2ccc3ccccc3c2)C1 (configuration not stated)	1	15	-2	3	3	-1.4	0	7	6	-0.1
O=C(CBr)N1CCc2ccccc2C(c2ccccc2)C1 (configuration not stated)	-1	2	-1	1	-3	-3.2	0	16	-7	1.3
CNC(=S)N1CCN(c2nc(-c3cccc(OC)c3)cs2)CC1	-2	1	-10	-6	3	-1.6	-1	7	0	0.1
CCOC(=O)c1cc2c(=O)n3cccc(C)c3nc2n(CC(C)C)c1=NC(=O)c1ccco1	-4	-14	-3	2	-2	-3.5	1	17	4	-0.1
O=C(Cn1nc(-c2ccc(Cl)cc2)ccc1=O)NCC1CCCO1 (configuration not stated)	-2	5	3	nt	-3	-0.4	-5	2	-2	-1.7
COc1cc(C(=O)Nc2nc3ccc4nc(C)sc4c3s2)cc(OC)c1OC	-1	19	2	-3	0	0.7	-6	-4	-8	-0.5
COc1ccc(C(CC(=O)Nc2cc(C)ccn2)N2Cc3ccccc3C2=O)cc1 (configuration not stated)	1	-1	-5	-4	7	-3.3	-1	15	0	-1.6
CCN(CC)c1ccc(C(=O)c2cnc(/N=C/N(C)C)s2)cc1	0	-5	-4	1	-1	-1.4	-2	6	0	-0.5
CN(C)CCn1c2c(c(SCC(=O)Nc3cccc4ccccc34)nc1=O)CCC2	1	-8	-1	-3	0	-0.3	-8	2	3	-1.9
Nc1ccc(OCc2ccccc2)cc1	3	-17	0	3	1	-1.8	-3	9	6	1.2
CC(NCC(=O)Nc1ccccc1C(=O)NC1CC1)c1ccc(F)cc1F (configuration not stated)	-7	0	-1	-1	3	-2.5	-2	10	1	1.0
C/C(=N/NC(=O)CNC(=O)c1ccccn1)c1cccc([N+](=O)[O-])c1	-5	-5	-1	-4	-4	-1.6	-11	8	2	0.5
CC(=O)Nc1ccc(C(=O)OCC(=O)N2CC3(C)CC2CC(C)(C)C3)cc1 (configuration not stated)	-5	-18	0	-1	9	-1.7	-7	8	5	1.8
O=C(CCN1N=C(c2ccccc2)CCC1=O)NCCCN1CCOCC1	-3	10	-3	64*	1	-3.1	-3	17	4	0.1

Three compounds already listed, sorted by length of the SMILES, lowest first.
SMILES	Keap1-Nrf2 PPI	HTR5A inv ctr	cardiac RTF act	CAL PDZ FP	V-ATPase pHluor	OPRM1-OPRD1 ag	RTF Ca sens inh	OPRM1-OPRD1 inv	HTR5A ag	LANA DNA inh
Nc1ccc(OCc2ccccc2)cc1	3	-17	0	3	1	-1.8	-3	9	6	1.2
O=C(CBr)N1CCc2ccccc2C(c2ccccc2)C1 (configuration not stated)	-1	2	-1	1	-3	-3.2	0	16	-7	1.3
CC(NCC(=O)Nc1ccccc1C(=O)NC1CC1)c1ccc(F)cc1F (configuration not stated)	-7	0	-1	-1	3	-2.5	-2	10	1	1.0

New compounds follow
SMILES	Keap1-Nrf2 PPI	HTR5A inv ctr	cardiac RTF act	CAL PDZ FP	V-ATPase pHluor	OPRM1-OPRD1 ag	RTF Ca sens inh	OPRM1-OPRD1 inv	HTR5A ag	LANA DNA inh
CCOC(=O)c1[nH]c2ccc(Br)cc2c1NC(=O)CCN1CCC(C(=O)OCC)CC1	-9	8	-2	0	-3	-3.2	-14	16	1	-0.6
Cc1cccc(S(=O)(=O)N2CCn3cccc3C2C)c1 (configuration not stated)	-8	15	4	-9	-2	0.1	-17	0	-6	1.7
CCN(CC)S(=O)(=O)c1ccc(N2CCCC2)c(NS(=O)(=O)c2ccc(OC)cc2)c1	-3	-7	4	2	3	-1.8	0	10	2	-0.3
COc1ccc(NC(=S)NCCc2c[nH]c3ccccc23)cc1	0	20	2	0	1	-3.4	1	15	3	-0.1
COC(=O)c1sc(-c2ccccc2)cc1NC(=O)c1ccc(F)cc1	0	6	2	-2	-2	-0.6	1	3	0	2.1
CCC(=O)Nc1ccc(NC(=O)CSc2nnnn2Cc2ccccc2)cc1C	-3	-13	-6	-5	3	-1.4	-9	9	5	0.9
COC(=O)CNC(=O)C1(C)C=CCN1C(=O)c1ccccc1 (configuration not stated)	-2	-8	-7	-1	-1	-2.3	-8	13	3	1.2
CC(=O)N1c2ccc(C)cc2C(c2ccccc2)CC1C (configuration not stated)	-2	20	14	-1	-1	-1.9	-11	10	-5	0.6
Cc1cccc(NC(=O)CN(CC2CCCO2)C(=O)c2oc3ccccc3c2C)c1C (configuration not stated)	-6	5	0	-2	1	-2.9	0	11	6	-0.8
O=C(COC(=O)C1COc2ccccc2O1)Nc1cccc(F)c1 (configuration not stated)	-1	6	1	-1	-4	3.0	-3	-12	-3	-0.1
Cc1ccc(C(=O)N/N=C\C=C\c2ccc(Br)cc2)cn1	-5	-2	-7	-2	1	4.3	6	-31	1	-0.4
CCOC(=O)c1sc2nc(NC(=O)C3CC3)sc2c1C	2	9	6	-3	-1	4.9	-5	-29	-3	1.3
Cc1ccc(OC(=O)CCC(=O)Nc2ccc(S(=O)(=O)Nc3cc(C)on3)cc2)cc1	-2	-5	3	2	2	-1.6	-13	9	0	-2.7
Cc1c(C(=O)N2CCN(C(=O)c3ccco3)CC2)oc2c(Cl)cccc12	4	-8	8	5	-6	0.0	-13	0	3	-0.7
Cn1cccc1Cc1nnc(SCC(=O)NC2CCCC2)n1-c1ccc(F)cc1	-4	-4	3	1	1	-2.5	-4	12	1	1.5
CC1=C(C(=O)OCc2ccccc2)C(c2ccc(Br)cc2)NC(=O)N1CCCCCC(=O)O (configuration not stated)	-3	-4	-9	3	2	0.7	-3	-4	1	2.2
Cc1nn(C)c(C)c1S(=O)(=O)N1CCC(C(=O)NC2CCCCCC2)CC1	2	-12	6	3	-2	0.3	-15	-2	4	-3.5
CCCc1ncc(C[n+]2ccccc2C)c(N)n1	-4	-4	2	5	0	-2.0	16	11	1	-0.2
CCc1cc2c(=O)c(-c3nc4ccccc4n3C)c(COCC(=O)O)oc2cc1O	-2	-23	4	-1	1	-2.2	-5	13	-1	-0.9
CCOc1ccc(NC(=O)CSc2nnc(C)n2CC)cc1	-3	0	9	-2	-4	-1.1	-5	6	2	-2.5
CCOc1ccccc1N1CCN(Cc2cn[nH]c2-c2ccc(F)cc2)CC1	-2	-14	0	-3	-2	-0.1	-2	1	14*	0.0
CCOC(=O)/C(C#N)=N\Nc1ccc(S(=O)(=O)Nc2nc(C)cc(C)n2)cc1	-1	10	7	-2	-2	-2.3	7	10	0	-1.0
O=C(CSc1nnnn1-c1ccccc1)N1CCCc2ccccc21	4	-14	0	-3	0	-1.6	-2	9	1	0.8
CCOc1ccc(NC(=S)NC2CC3CCC(C2)N3Cc2ccco2)cc1 (configuration not stated)	-7	12	2	-7	-2	-0.8	-3	4	-4	0.0
CC(=O)c1ccc(OC(=O)/C=C/c2ccccc2)cc1	0	-29	-4	nt	-1	2.5	-7	-13	1	1.2
Nc1ncnc2c1ncn2[C@H]1C[C@H](O)[C@@H](COP(=O)(O)O)O1	-4	10	3	-5	-1	-0.6	7	3	0	2.2

Filtered by structure, the compounds so far containing a halogen (eleven)
SMILES	Keap1-Nrf2 PPI	HTR5A inv ctr	cardiac RTF act	CAL PDZ FP	V-ATPase pHluor	OPRM1-OPRD1 ag	RTF Ca sens inh	OPRM1-OPRD1 inv	HTR5A ag	LANA DNA inh
O=C(CBr)N1CCc2ccccc2C(c2ccccc2)C1 (configuration not stated)	-1	2	-1	1	-3	-3.2	0	16	-7	1.3
O=C(Cn1nc(-c2ccc(Cl)cc2)ccc1=O)NCC1CCCO1 (configuration not stated)	-2	5	3	nt	-3	-0.4	-5	2	-2	-1.7
CC(NCC(=O)Nc1ccccc1C(=O)NC1CC1)c1ccc(F)cc1F (configuration not stated)	-7	0	-1	-1	3	-2.5	-2	10	1	1.0
CCOC(=O)c1[nH]c2ccc(Br)cc2c1NC(=O)CCN1CCC(C(=O)OCC)CC1	-9	8	-2	0	-3	-3.2	-14	16	1	-0.6
COC(=O)c1sc(-c2ccccc2)cc1NC(=O)c1ccc(F)cc1	0	6	2	-2	-2	-0.6	1	3	0	2.1
O=C(COC(=O)C1COc2ccccc2O1)Nc1cccc(F)c1 (configuration not stated)	-1	6	1	-1	-4	3.0	-3	-12	-3	-0.1
Cc1ccc(C(=O)N/N=C\C=C\c2ccc(Br)cc2)cn1	-5	-2	-7	-2	1	4.3	6	-31	1	-0.4
Cc1c(C(=O)N2CCN(C(=O)c3ccco3)CC2)oc2c(Cl)cccc12	4	-8	8	5	-6	0.0	-13	0	3	-0.7
Cn1cccc1Cc1nnc(SCC(=O)NC2CCCC2)n1-c1ccc(F)cc1	-4	-4	3	1	1	-2.5	-4	12	1	1.5
CC1=C(C(=O)OCc2ccccc2)C(c2ccc(Br)cc2)NC(=O)N1CCCCCC(=O)O (configuration not stated)	-3	-4	-9	3	2	0.7	-3	-4	1	2.2
CCOc1ccccc1N1CCN(Cc2cn[nH]c2-c2ccc(F)cc2)CC1	-2	-14	0	-3	-2	-0.1	-2	1	14*	0.0
